Screening results as filed in PubChem BioAssay.
CBFb-RUNX1 inh – CBF-beta/RUNX1 interaction disruption | AlphaScreen CBFb-His/RUNX1-biotin binding, biochemical | Potency, µM (titrated, usually from 59.8 µM), for inactives: top-dose activity, negative = inhibition, most hits filed as inhibitors | 230,000 tested, under 10 active; note: % of control where 0% means no effect
Target sequence (Q01196 whole entry, looked up): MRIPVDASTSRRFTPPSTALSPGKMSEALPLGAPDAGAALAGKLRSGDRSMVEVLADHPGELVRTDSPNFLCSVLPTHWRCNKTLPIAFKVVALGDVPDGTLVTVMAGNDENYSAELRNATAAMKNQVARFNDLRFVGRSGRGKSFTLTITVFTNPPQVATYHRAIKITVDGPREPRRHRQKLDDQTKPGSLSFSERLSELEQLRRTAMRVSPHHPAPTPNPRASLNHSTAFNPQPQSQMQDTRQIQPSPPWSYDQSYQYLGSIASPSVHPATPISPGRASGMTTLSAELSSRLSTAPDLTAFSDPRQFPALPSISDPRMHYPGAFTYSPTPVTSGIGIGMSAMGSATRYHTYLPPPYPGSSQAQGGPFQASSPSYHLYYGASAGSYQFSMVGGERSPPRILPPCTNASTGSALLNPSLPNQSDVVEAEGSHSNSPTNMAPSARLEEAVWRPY
Target sequence (Q13951 whole entry, looked up): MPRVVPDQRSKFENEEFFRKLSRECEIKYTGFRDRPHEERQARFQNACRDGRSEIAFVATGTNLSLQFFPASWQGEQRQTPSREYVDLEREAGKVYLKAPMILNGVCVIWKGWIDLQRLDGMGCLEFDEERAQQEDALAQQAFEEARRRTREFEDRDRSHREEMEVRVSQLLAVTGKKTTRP
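CBF-beta (His) and RUNX1 (biotin), 30 nM each; 20 min preassociation; + compound, 15 min; + beads 50 ng each (Ni, streptavidin), 90 min; RT; AlphaScreen read.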
Lamin A splicing – changes lamin A minigene splicing in HeLa cells; HeLa LMNA splicing GFP/RFP minigene ratio, 48 h; Potency, µM (titrated, usually from 46.1 µM), inactives show at the top dose ratio change, negative = inhibition, actives largely listed as inhibitors; hit rate 0.01% among 200,000; AID 1487; active = well fitted inhibition curve with a large enough effect in the signal ratio, with a control signal flat, not every such curve was filed as active; inconclusive = small, poorly fitted or top-dose-only effect, or effect the other way, or a change in a side signal; the % refers to the signal ratio; note: potency is the fitted concentration of half-maximal effect; % is set by controls: 0 for no effect and ±100 for the full control effect
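Read-out is the ratio of GFP to DsRed2 object intensity, acquired by 488 nm laser-scanning cytometry on HeLa lamin A-EGFP minigene reporter cells. Compound incubation 48 hrs at 37 °C in Opti-MEM with 2% FBS; DMSO 0.5% final.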
HTT aggregate – reduces HttQ103-GFP aggregates in PC12 cells | PC12 HttQ103-GFP aggregates, Acumen cytometry, 40 h | Potency, µM (top dose mostly 46.1 µM), inactives show at the top dose activity change, negative = inhibition, actives largely listed as inhibitors | hit rate 1.1% among 220,000; note: potency is the fitted concentration of half-maximal effect; % is set by controls: 0 for no effect and ±100 for the full control effect; nearly all actives have a fitted effect of over 60% in size
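Aggregates are detected as GFP objects 1–25 µm with signal 6 STDEV over background in lysates of induced PC12 cells. These carry Huntingtin exon 1 with 103 glutamines fused to GFP under an ecdysone promoter; compounds titrated.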
KinaseGlo FLuc – blocks Kinase-Glo luciferase, a counter-screen artifact | Kinase-Glo luciferase, ATP luminescence, 8 min | Q27757 | hit rate 0.28% among 200,000 | Potency, µM (top dose mostly 38.3 µM), inactives show at the top dose activity change, negative = inhibition, actives largely listed as inhibitors; note: potency is the fitted concentration of half-maximal effect; % is set by controls: 0 for no effect and ±100 for the full control effect; nearly all actives have a fitted effect of over 60% in size
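Kinase-Glo luciferase light output from ATP and luciferin was measured with 10 uM ATP, within the enzyme's linear range. Buffer: 50 mM imidazole pH 7.2, 50 mM KCl, 7 mM MgCl2, 0.01% Tween 20, 0.05% BSA; luminescence read after 8 min at ambient temperature.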
SMN2 splice up – enhancers of SMN2 splice variant expression; Potency, µM (titrated, usually from 46.1 µM), for inactives: at the highest dose activity change, positive = activation, most hits filed as activators; HEK293 SMN2-luciferase splicing reporter, luminescence, 30-36 h; hit rate 2.8% among 210,000; note: potency is the fitted concentration of half-maximal effect; % of control where 0% means no effect; nearly all actives have a fitted effect of over 55% in size
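HEK293 cells carry an SMN2 minigene-luciferase reporter in which exon 7 inclusion puts luciferase in frame. Cells were seeded at 2000 cells/well, attached for 10-12 hours, then exposed to compounds for 30-36 hours at 37C before ONE-Glo luminescence.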
IMPase Li cell – IMPase inhibition in cells with lithium potentiation; CHO-M1 cells, IP1 TR-FRET (IP-One), carbachol + lithium; Potency, µM (top dose mostly 59.4 µM), for inactives: at the top dose activity, negative = IMPase inhibition, actives largely listed as inhibitors; hit rate 0.35% among 210,000;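 note: IP1 builds up when IMPase is blocked and the TR-FRET signal falls; potency is the fitted concentration of half-maximal effect; plate controls were basal vehicle for no effect and high inhibitor control for full effect; nearly all actives have a fitted effect of over 50% in size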
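CHO-M1, 2000 cells/well, 16–30 h culture; cpd + low Li+, 30 min 37C; lysis with d2-IP1/Eu-anti-IP1 Ab, 10 min RT; TR-FRET 665/620 ratio and 620 channel; AC50 via Hill.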
HTT cytoprotect – protects HTT-Q103 PC12 cells, measured by ATP; PC12 HTT-Q103 induced, cytoprotection, ATP luminescence, 40 h; Potency, µM (highest dose often 56.4 µM), inactives show cytoprotection (ATP increase), actives largely listed as activators; hit rate 0.14% among 230,000;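 note: potency is the fitted concentration of half-maximal effect; % of control where 0% means no effect; nearly all actives have a fitted effect of over 45% in size; toxic huntingtin expression switched on by the ecdysone agonist tebufenozide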
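Compounds added alongside 100 nM tebufenozide, which induces toxic Q103 huntingtin exon 1-GFP in stable PC12 cells; surviving cells quantified by luminescent ATP measurement. Medium: phenol red-free DMEM, 5% equine and 5% calf serum.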
Numbers without * were called inactive; u = inconclusive; x = no result given; & = joins results of further samples; [ ] = another dose, or the depositor's remark. Unless noted, calls come from the whole dose curve; as a rule, active = well fitted curve in the direction sought with a large enough effect; inconclusive = small, poorly fitted or top-dose-only effect, or another doubt; inactive = no such curve, though single readings can be large; an effect the other way counts as inactive or inconclusive.

1: CCOc1ccc(C(=O)N2CCn3c2nc2ccccc23)cc1
2: COc1ccccc1NC(=S)NC(C)C(c1cccs1)N1CCOCC1 (configuration not stated)
3: C=CCn1cc(-c2ccc(Cl)cc2)cc(C#N)c1=O
4: Oc1c(C(c2ccccn2)N2CCCCC2)cc(Cl)c2cccnc12 (configuration not stated)
5: CCc1ccccc1N(CC)C(=O)c1cn(C)c(=O)c2cc(OC)c(OC)cc12
6: C[C@@H]1C[C@@H]2OC(=O)[C@]3(C)[C@H]2[C@@H](OC3(C)O)[C@]2(C)C(=O)CC[C@H]12 (some centres not stated)
7: CCN(CC(=O)Nc1c(C(=O)OC)[nH]c2ccc(C)cc12)c1ccc2c(c1)OCO2
8: CC(=O)N1CCc2cc(S(=O)(=O)CCC(=O)N3CCN(C(=O)c4ccco4)CC3)ccc21

screen / no.,1,2,3,4,5,6,7,8
CBFb-RUNX1 inh,9%,2%,5%,x,6%,8%,-16%,9%
Lamin A splicing,8%[46 µM],x,7%,x,-10%,x,1%,1%
HTT aggregate,7%[9.22 µM],5%[9.22 µM],-12%,25µM*,11%,-11%[9.22 µM],u,15%
KinaseGlo FLuc,-2%,x,-4%,x,0%,x,x,-5%
SMN2 splice up,x,x,-6%,x,-22%,x,x,-4%
IMPase Li cell,0%,x,3%[38.3 µM],8%,-2%,x,x,0%
HTT cytoprotect,-1%[10 µM],29%[10 µM],-6%,-141%[inhibitor],4%[10 µM],-18%[10 µM],-40%,-21%[10 µM]

From entry 1 as far as 3, copied from above:
1: CCOc1ccc(C(=O)N2CCn3c2nc2ccccc23)cc1
2: COc1ccccc1NC(=S)NC(C)C(c1cccs1)N1CCOCC1 (configuration not stated)
3: C=CCn1cc(-c2ccc(Cl)cc2)cc(C#N)c1=O

screen / no.,1,2,3
CBFb-RUNX1 inh,9%,2%,5%
Lamin A splicing,8%[46 µM],x,7%
HTT aggregate,7%[9.22 µM],5%[9.22 µM],-12%
KinaseGlo FLuc,-2%,x,-4%
SMN2 splice up,x,x,-6%
IMPase Li cell,0%,x,3%[38.3 µM]
HTT cytoprotect,-1%[10 µM],29%[10 µM],-6%

Next section
9: COc1cc(C(=O)NCCC(=O)N2CCN(C)CC2)cc(OC)c1OC
10: COc1ccc2c(=O)c3c(=O)n(-c4ccccc4)c(-c4ccco4)nc3oc2c1
11: CN(C)c1ccc(-n2cccc2/C=N/n2cnnc2)cc1
12: COc1ccc(NC(=O)C2CCC(CNS(=O)(=O)c3cccs3)CC2)cc1 (configuration not stated)
13: Cc1cn(C2OC(COC(=O)c3ccccc3)C(O)C2O)c(=O)[nH]c1=O (configuration not stated)
14: Cc1ccc(S(=O)(=O)Cn2nnnc2C(c2ccc(F)cc2)N2CCC(C(N)=O)CC2)cc1 (configuration not stated)
15: Cc1ccc(NC(=O)CSc2ccccc2NC(=O)c2ccccc2)cc1Cl
16: COc1ccc(CNC(=O)Nc2cccc3ccccc23)cc1

screen / no.,9,10,11,12,13,14,15,16
CBFb-RUNX1 inh,-1%,6%,-7%,7%,9%,3%,2%,0%
Lamin A splicing,x,-2%,1%,x,-7%,-2%,-2%,-9%
HTT aggregate,4%,8%,10%,4%,3%,-8%,-24%,-14%
KinaseGlo FLuc,-2%,2%,-1%,1%,1%,2%,3%,-4%
SMN2 splice up,-11%,-3%,-10%,-7%,-5%,21%,3%,0%
IMPase Li cell,-6%,3%,5%,-18%,-7%,26%[38.3 µM],9%,8%[38.3 µM]
HTT cytoprotect,-14%,x,13%[0.074 µM],-29%,1%[10 µM],0%[10 µM],-12%[1.9 µM],-7%[10 µM]

17: NC(=O)[C@@H]1CCCN1
18: CC(OC(=O)c1cccnc1)C(=O)NCc1ccc2c(c1)OCO2 (configuration not stated)
19: Cc1ccc(C)c(N(C(=O)CS(=O)CC(=O)Nc2ccc3c(c2)OCO3)C(C)C(=O)NC2CCCC2)c1 (configuration not stated)
20: Cc1ccc(C)c(NC(=O)c2oc(=O)c3ccccc3c2-c2ccccc2)c1
21: O=C1c2ccccc2C(=O)c2c(O)ccc(O)c21
22: Cc1ccc(-c2onc3ccc(C4(C)OCCO4)cc23)cc1
23: O=C(CCCN1C(=O)/C(=C/c2ccccc2)SC1=S)Nc1cccc(O)c1
24: Cc1cc(C(=O)CN2C(=O)c3ccccc3S2(=O)=O)c(C)n1CC1CCCO1 (configuration not stated)

screen / no.,17,18,19,20,21,22,23,24
CBFb-RUNX1 inh,6%,6%,5%,-1%,u,0%,u,-9%
Lamin A splicing,x,-16%,-2%,u,x,-8%,x,9%
HTT aggregate,x,0%,-2%,7%,x,-7%,u,11%
KinaseGlo FLuc,4%[39.9 µM],x,2%,5%,1%,-5%,-2%,0%
SMN2 splice up,x,x,-7%,-17%&-12%,-3%,-9%,-49%[inhibitor],-68%[inhibitor]
IMPase Li cell,-3%,x,8%,13%,3%,37%[activator][38.3 µM],15%,-6%[38.3 µM]
HTT cytoprotect,19%,9%[10 µM],29%[1.9 µM],0%[10 µM],-74%,-2%,15%[10 µM],-83%[inhibitor][10 µM]

25: Clc1ccc(-c2csc(N/N=C/c3ccco3)n2)cc1
26: CCOc1ccc(N2CCCCn3c2nc2c3c(=O)[nH]c(=O)n2C)cc1
27: CCCCC(=O)N(c1ccc(OCC)cc1)C1C=CS(=O)(=O)C1 (configuration not stated)
28: CCOc1ccccc1Oc1ccc(C(F)(F)F)cn1
29: CC(=O)c1ccc(N2CCN(c3ccc(C(F)(F)F)cn3)CC2)cc1
30: Cc1cccn2c(=O)c(/C=N/O)c(Nc3ccccc3F)nc12
31: S=c1[nH]nc(CN2CCCC2)n1Cc1ccccc1
32: CCOC(=O)N1CCN(C(=O)COc2ccccc2Cl)CC1

screen / no.,25,26,27,28,29,30,31,32
CBFb-RUNX1 inh,-21%,3%,9%,10%,2%,9%,11%,-2%
Lamin A splicing,x,-2%,5%,-6%,u,x,12%[9.22 µM],7%
HTT aggregate,6%[9.22 µM],-5%,-10%,-1%,1%,-13%[9.22 µM],3%,1%
KinaseGlo FLuc,x,3%,2%,2%,-1%,x,2%,3%
SMN2 splice up,x,16%,6%,-13%,-60%[inhibitor],x,-3%,-7%
IMPase Li cell,x,-2%[38.3 µM],14%[38.3 µM],22%[38.3 µM],1%,x,11%,3%
HTT cytoprotect,1%[10 µM],-8%[10 µM],16%,16%[0.074 µM],0%[10 µM],0%[10 µM],-24%,45%[10 µM]

33: CN(c1ccccc1)S(=O)(=O)c1ccc(Cl)c(C(=O)OCC(=O)NC2CCS(=O)(=O)C2)c1 (configuration not stated)
34: CC1CC(C)(C)NC(=S)N1CCCC(=O)Nc1ccc2c(c1)OCCO2 (configuration not stated)
35: O=S(=O)(c1cccc(-c2csc(-c3cccnc3)n2)c1)N1CCOCC1
36: CCc1cc(C(c2ccncc2)N2CCN(C)CC2)c(NC(=O)c2ccccc2)s1 (configuration not stated)
37: Cc1ccc(/C=C/C(=O)c2ccc(C)cc2)cc1
38: O=c1c(-c2ccc(F)c(F)c2)nc2cncnc2n1Cc1ccccc1Cl
39: COc1ccc(S(=O)(=O)NC(C(C)C)C(C)C)cc1OC
40: CCOC(=O)c1ccccc1NC(=S)N1CCN(C2CCCCC2)CC1

screen / no.,33,34,35,36,37,38,39,40
CBFb-RUNX1 inh,-7%,5%,0%,-1%,5%,x,4%,11%
Lamin A splicing,2%[46 µM],2%[46 µM],x,-11%,-2%,x,-9%,x
HTT aggregate,18%[9.22 µM],20%,41%[9.22 µM],12%,-7%,x,-11%,-10%
KinaseGlo FLuc,5%,-3%,x,-2%,0%,-2%,1%,1%
SMN2 splice up,11%,19%,x,13%,-1%,-24%,11%,-40%
IMPase Li cell,10%,9%,x,-4%,6%,9%,5%,2%
HTT cytoprotect,-60%,-52%,9%[10 µM],x,24%[1.9 µM],u,-8%[0.074 µM],-27%

41: Cc1nc2[nH]c(=O)c3c(n2n1)NC1=C(C(=O)CC(C)(C)C1)C3c1ccccc1 (configuration not stated)
42: O=C(Nc1ccc(S(=O)(=O)C(F)F)cc1)c1cccc(S(=O)(=O)N2CCOCC2)c1
43: CCOc1ccccc1Oc1cn[nH]c1-c1ccc(OC)cc1O
44: COCCCNC(=O)CSc1c2c(nc3ccc(Cl)cc13)CCCC2
45: COc1ccc2[nH]cc(CCNc3ccnc(-c4ccc(N(C)C)cc4)n3)c2c1
46: CCOC(=O)C1CCN(CCC(=O)Nc2ccccc2)CC1
47: COc1ccc(C(=O)C(CO)Oc2ccccc2OC)cc1OC (configuration not stated)
48: Cc1ccc2[nH]c(=O)c(CN(C(=O)c3cccc([N+](=O)[O-])c3)C(C)C)cc2c1
49: CCn1ccnc1CN(C)C(=O)c1cc(COc2c(F)cccc2F)on1
50: Cc1c(NC(=O)COC(=O)c2cc3c4ccccc4n(C)c3s2)c(=O)n(-c2ccccc2)n1C

screen / no.,41,42,43,44,45,46,47,48,49,50
CBFb-RUNX1 inh,4%,10%,-5%,-5%,x,-2%,3%,8%,2%,9%
Lamin A splicing,-7%,-29%,u,x,u,-7%,2%,x,x,14%
HTT aggregate,3%,u,-25%,x,x,3%,3%,3%[9.22 µM],25%[9.22 µM],15%
KinaseGlo FLuc,2%,0%,0%,-2%,x,-2%,-4%,x,-5%,2%
SMN2 splice up,6%,-51%[inhibitor],-94%[inhibitor],-16%&-17%,x,9%,2%,x,x,11%
IMPase Li cell,-4%,29%[38.3 µM],6%[38.3 µM],-3%,-2%,11%,-13%[38.3 µM],x,29%,u
HTT cytoprotect,-12%[10 µM],22%[10 µM],-18%,u,-81%[inhibitor],-7%[10 µM],8%,8%[10 µM],32%[10 µM],-32%
